Sm TGR block = S. mansoni TGR enzyme inhibition; Q962Y6; 360,000 tested, 3% active; Potency, µM (doses to about 114 µM), for inactives: at the highest dose activity change, negative = inhibition, most hits filed as inhibitors; purified TGR, DTNB reduction, TNB absorbance 405 nm; further: potency means the concentration at half of the fitted maximal effect; nearly all actives have a fitted effect of over 60% in size
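First, TGR (20 nM dispensed) and NADPH were mixed with compound. Second, a 15 min room-temperature incubation followed. Third, further NADPH and then DTNB were added to start the reaction. Finally, TNB absorbance was monitored kinetically.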
FBPA Giardia inh = inhibitors of Giardia lamblia fructose-1,6-bisphosphate aldolase | A8B2U2 | purified Giardia FBPA | Potency, µM (highest dose often 59.6 µM), for inactives: at the top dose activity, negative = inhibition, actives largely listed as inhibitors | 290,000 tested, 0.71% active | AID 2451; further: potency means the concentration at half of the fitted maximal effect; nearly all actives have a fitted effect of over 55% in size
Target sequence (A8B2U2 whole entry, looked up): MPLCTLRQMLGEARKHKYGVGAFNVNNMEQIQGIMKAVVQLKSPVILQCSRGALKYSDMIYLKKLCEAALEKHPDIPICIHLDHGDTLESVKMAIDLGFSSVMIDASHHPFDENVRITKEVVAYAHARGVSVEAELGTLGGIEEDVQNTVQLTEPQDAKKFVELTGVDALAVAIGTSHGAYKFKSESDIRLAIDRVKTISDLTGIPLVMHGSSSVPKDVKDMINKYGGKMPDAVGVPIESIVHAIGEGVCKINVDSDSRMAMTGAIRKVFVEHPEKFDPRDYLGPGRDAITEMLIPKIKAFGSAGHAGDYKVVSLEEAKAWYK
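Giardia FBPA (40 nM reagent) was preincubated 10 min at RT with compound (up to 57.5 uM final), then substrate plus GAPDH/TPI/NAD/arsenate coupling system with diaphorase/resazurin was added; resorufin fluorescence (525/598 nm) was read after 20 min.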
AmpC no deterg = AmpC beta-lactamase inhibition without detergent. P00811. AmpC nitrocefin hydrolysis, absorbance 480 nm, 0.0001% Triton. Potency, µM (titrated, usually from 57.1 µM), for inactives: at the highest dose activity change, negative = inhibition, most hits filed as inhibitors. 330,000 tested, 0.52% active. AID 485341;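 further: potency means the concentration at half of the fitted maximal effect; plate controls were no compound for no effect and no enzyme for full effect; nearly all actives have a fitted effect of over 20% in size; some results filed as inactive show a strong effect at the top dose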
Target sequence (P00811 whole entry, looked up): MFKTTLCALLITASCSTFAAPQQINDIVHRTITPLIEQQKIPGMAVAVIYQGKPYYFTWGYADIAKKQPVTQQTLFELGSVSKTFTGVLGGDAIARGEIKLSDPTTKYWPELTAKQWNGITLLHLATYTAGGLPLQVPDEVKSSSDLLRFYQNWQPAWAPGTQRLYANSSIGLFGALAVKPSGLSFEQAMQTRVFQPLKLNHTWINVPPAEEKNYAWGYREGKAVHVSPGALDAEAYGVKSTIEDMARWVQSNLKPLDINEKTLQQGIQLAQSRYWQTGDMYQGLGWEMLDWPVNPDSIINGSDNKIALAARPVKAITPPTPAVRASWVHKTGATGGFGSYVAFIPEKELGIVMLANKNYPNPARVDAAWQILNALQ
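AmpC (5.3 nM in the dispensed reagent) in 20 mM phosphate pH 7.0 with 0.01% (detergent screen) or 0.0001% Triton X-100 was preincubated with compounds for 15 min at room temperature. Nitrocefin was then added from an 800 uM solution, and hydrolysis was followed at 480 nm.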
AmpC detergent = AmpC beta-lactamase inhibition with detergent present; P00811; AmpC hydrolysis of nitrocefin, absorbance 480 nm, 0.01% Triton; Potency, µM (doses to about 114 µM), for inactives: at the highest dose activity change, negative = inhibition, most hits filed as inhibitors; 370,000 tested, 0.041% active;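 further: potency means the concentration at half of the fitted maximal effect; 0% = no-compound wells and -100% = no-enzyme wells; nearly all actives have a fitted effect of over 25% in size; some results filed as inactive show a strong effect at the top dose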
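20 mM phosphate pH 7.0 + 0.01% (detergent screen) or 0.0001% Triton X-100; 5.3 nM AmpC reagent; cpd preinc 15 min RT; nitrocefin (800 uM stock) to start; A480 q20 s × 4 min; Activity was normalised to no-enzyme and no-compound control wells.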
HCMV antiviral = inhibitors of human cytomegalovirus; HFF cells, HCMV-luciferase reporter, 72 h; stronger effect = lower value; activity change, negative = inhibition, % at 57.5 µM; 410,000 tested, 4.5% active; AID 1259415; in the data active means activity change below about -60%; inconclusive means no clear call, values can overlap the other calls; inactive means above about -39%
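HFF cells seeded 16 h at 37C, treated with compounds, infected with luciferase-reporter HCMV at MOI 1 PFU/cell; luciferase read at 72 h post infection, normalized to buffer-only and Salinomycin controls.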
AMA1-RON2 inh = disrupts binding of P. falciparum AMA1 to RON2; AlphaScreen AMA1-biotinylated RON2 peptide binding; Potency, µM (titrated, usually from 58.2 µM), for inactives: at the top dose activity change, negative = inhibition, usual class: inhibitors; 360,000 tested, 0.2% active;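 further: potency means the concentration at half of the fitted maximal effect; 0% = vehicle wells and -100% = peptide control; nearly all actives have a fitted effect of over 45% in size; some results filed as inactive show a strong effect at the top dose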
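AMA1 (3D7) with his tag at 25 nM final met compounds first, then biotinylated RON2 peptide at 25 nM; detection used donor plus acceptor beads, 10 µg/mL apiece, read by AlphaScreen after 30 min at room temperature.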
Starred values were filed as active, the others as inactive; ? = inconclusive; nt = no result given; & = joins results of further samples; [ ] = another dose, or the depositor's remark. Unless noted, the call rests on the fitted dose curve; in most records, active means well fitted curve in the direction sought with a large enough effect; inconclusive means small, poorly fitted or top-dose-only effect, or another doubt; inactive means no such curve, though single readings can be large; an effect the other way counts as inactive or inconclusive. Unless noted, on the % scale 0 is the no-effect control and ±100 the full control effect.

SMILES	Sm TGR block	FBPA Giardia inh	AmpC no deterg	AmpC detergent	HCMV antiviral	AMA1-RON2 inh
Cc1cc(C(=O)OCC(=O)NCCC(C)C)c2ccccc2n1	8%	-2%	39%	-11%	1	10%
Cn1cc(CN2CC3C[C@@H]4CC2C[C@H](C3)C4)c(-c2ccc3c(c2)OCCO3)n1	-19%	?	-11%	-3%	33	-21%
Cc1onc(-c2ccccc2Cl)c1C(=O)N1CCOC12CCN(c1cccc(F)n1)CC2	3%	-3%	53%	-1%	37	-14%
CCS(=O)(=O)c1ccc(O)c(NC(=O)COc2ccc(Cl)cc2)c1	nt	11%	-24%	1%	?	-9%
Cc1cccc(N2C(S)=C(C#N)C(=O)NC2c2cccs2)c1 (stereo unspecified)	-9%	-9%	-23%	-12%	11	9%
Cc1nn(C)c(C)c1S(=O)(=O)N(CC(=O)NCCc1ccccc1)c1ccc(C(C)C)cc1	0%	nt	nt	16%	-3	nt
COc1cc(/C=C/C(=O)OCC(=O)Nc2ccccc2Cl)cc(OC)c1OC	8%	0%	-25%	5%	-2	3%
CC1CCCCC1NC(=S)Nc1ccc(SC(F)F)cc1 (stereo unspecified)	-3%	0%	-46%	-11%	-100*	-8%
O=C(COC(=O)C(Cc1ccccc1)NC(=O)c1ccco1)NC1CC1 (stereo unspecified)	11%	-1%	-18%	-5%	7	-1%
COc1ccccc1N1CCN(C2CCCN(C(=O)c3cc(C4CC4)on3)C2)CC1 (stereo unspecified)	8%	-4%	47%	?	-23	-9%
O=C(O)C1SCCN1S(=O)(=O)c1ccc2ccccc2c1 (stereo unspecified)	1%	7%	-32%	-6%	2	8%
CCOC(=O)C1(c2nc(N)cs2)COC(=O)C1 (stereo unspecified)	-10%	0%	-9%	-7%	11	-7%
O=C(Nc1cnccn1)c1ccncc1	-1%	13%	-16%	-1%	26	2%
CC(C)Oc1ccccc1C1CC(=O)Nc2cc3c(cc21)OCO3 (stereo unspecified)	5%	?	-31%	6%	-101*	-23%
CC(=O)OCC(=O)[C@@]12OC(C)(C)O[C@@H]1C[C@H]1[C@@H]3C[C@H](F)C4=CC(=O)C=C[C@]4(C)[C@@]3(F)[C@@H](O)C[C@@]12C	0%	-13%	-2%	2%	nt	-2%
O=C(CCC(=O)Nc1ccccc1Cl)NNC(=O)NC1CCCCC1	0%	nt	-4%	-4%	-26	42%[activator]
CCOC(=O)C1CCCN(C2CCN(Cc3nc(-c4ccccc4)no3)CC2)C1 (stereo unspecified)	-23%	0%	45%	0%	-7	-15%
C#CCn1ccc(O)c(Cc2c(F)cccc2Cl)c1=O	33%	-2%	-11%	-4%	18	0%
O=S(=O)(NC1CCCCCC1)c1cccc(Cl)c1	nt	nt	-16%	nt	20	-2%
Cc1cc(NC(=O)CSc2nnc(COc3ccccc3)n2Cc2ccco2)no1	-8%	-5%	10%	-13%	11	?
Cc1ccc2nsnc2c1NS(=O)(=O)c1c(C)ccc2nsnc12	?	?	-42%	-11%	19	-7%
O=[N+]([O-])c1cccc(S(=O)(=O)Nc2cccc(-c3ccc(N4CCCC4)nn3)c2)c1	-4%	nt	-25%	?	-18	0%
CCN(CC)C(=O)Cn1cnc2sc(C(=O)N3CCN(Cc4ccc5c(c4)OCO5)CC3)c(C)c2c1=O	-17%	-3%	91%[activator]	-5%	-97*	22%
Cc1ccc(NCC(=O)Nc2cccc(F)c2)cc1S(=O)(=O)N1CCCCCC1	-8%	nt	-6%	-3%	-98*	-27%
O=C(Cn1cc2c(n1)CCCCC2)Nc1ccccc1Cl	13%	1%	-3%	6%	?	-5%
S=c1nccc(-c2ccc3c(c2)CCO3)[nH]1	35µM*	-13%	-21%	7%	3	75%[activator]
Oc1cc2c(cc1O)C(c1ccccc1)CNCC2 (stereo unspecified)	nt	-3%&-17%	nt	nt	-31	16%
Cc1ccc(C(=O)NC(NCc2ccccc2)C(Cl)(Cl)Cl)cc1 (stereo unspecified)	8%	0%	-14%	-20%	56	-2%
CC1(C)CC(=O)c2cnc(N3CCN(c4ccccc4)CC3)nc2C1	6%	-4%	-12%	-11%	-39	-1%
CC(Oc1ccc(Br)cc1Br)C(=O)NC1CCCC1 (stereo unspecified)	7%	1%	-1%	1%	nt	nt
Cc1cccc(OCCCC(=O)O)c1C	3%	2%	-16%	-18%	-35	-3%
CCC1CCCCN1Cc1ccc(OC)c(OC)c1 (stereo unspecified)	4%	2%	-25%	?	26	0%
O=C(Cn1c(=O)n(Cc2ccccc2)c(=O)c2sc3ccccc3c21)Nc1ccccc1	-1%	nt	nt	12%	?	nt
Cc1c(C(=O)OCC(=O)Nc2c(C)n(C)n(-c3ccccc3)c2=O)cccc1[N+](=O)[O-]	11%	8%	21%	-7%	44	23%
CN1CC(=O)N(C)c2ncn(Cc3ccccc3)c2C1=O	-4%	0%	6%	8%	34	9%
Cc1ccc(NC(=O)C(C)Sc2nnc(-c3cccnc3)o2)cc1 (stereo unspecified)	0%	0%	3%	?	17	27%
Cc1c(NC(=O)COC(=O)C23CC4CC(CC(Br)(C4)C2)C3)c(=O)n(-c2ccccc2)n1C	-3%	6%	-8%[11.4 µM]	-7%	-36	-11%
Cc1ccc2cc(/C=N/Nc3nc4ccccc4[nH]3)c(Cl)nc2c1	-8%	3%	-18%	4%	5	76%[activator]
COc1cc2c(cc1OC)C(c1cccc(Cl)c1Cl)CC(=O)N2 (stereo unspecified)	0%	5%	8%	-14%	?	-7%
CCOc1ccccc1N1CCN(C(=S)Nc2ccc(S(=O)(=O)Nc3ncccn3)cc2)CC1	-22%	nt	-6%	-3%	23	-3%

Brought forward from above: 5 compounds; new compounds follow.
SMILES	Sm TGR block	FBPA Giardia inh	AmpC no deterg	AmpC detergent	HCMV antiviral	AMA1-RON2 inh
Cc1ccc(NC(=O)C(C)Sc2nnc(-c3cccnc3)o2)cc1 (stereo unspecified)	0%	0%	3%	?	17	27%
Cc1c(NC(=O)COC(=O)C23CC4CC(CC(Br)(C4)C2)C3)c(=O)n(-c2ccccc2)n1C	-3%	6%	-8%[11.4 µM]	-7%	-36	-11%
Cc1ccc2cc(/C=N/Nc3nc4ccccc4[nH]3)c(Cl)nc2c1	-8%	3%	-18%	4%	5	76%[activator]
COc1cc2c(cc1OC)C(c1cccc(Cl)c1Cl)CC(=O)N2 (stereo unspecified)	0%	5%	8%	-14%	?	-7%
CCOc1ccccc1N1CCN(C(=S)Nc2ccc(S(=O)(=O)Nc3ncccn3)cc2)CC1	-22%	nt	-6%	-3%	23	-3%
O=C(/C=C/c1ccccc1[N+](=O)[O-])Nc1cccnc1	-4%	1%	-16%	-14%	86	-7%
CCC(=O)N1CCc2cc(S(=O)(=O)CCC(=O)NCc3ccc(C)cc3)ccc21	10%&-1%	4%	-3%	-13%&0%	-9&-1	-5%
COc1cc2ccccc2cc1C(=O)Nc1ccccc1C	-2%	-3%	-23%	-11%	111	6%
N#Cc1ccc(Oc2cnccn2)cc1	17%	1%	2%	-5%	55	2%
Cc1ccc2oc3c(c(=O)c2c1)C(c1ccc([N+](=O)[O-])cc1)N(CCCN1CCOCC1)C3=O (stereo unspecified)	-5%	nt	nt	3%	41	nt
O=C(c1cc(-c2ccc(O)cc2)on1)N1CCc2ccccc2C1	2%	0%	-32%	-11%	7	-17%
O=C(Nc1ccc(NC(=O)c2ccccc2Cl)cc1)c1cccnc1	-3%	-1%	1%	-10%	19	-12%
Cc1ccc(-c2nn(C)c(=O)c3ccccc23)cc1CNC(=O)/C=C/c1ccccc1	1%	18%	-5%	-1%	-14	-4%
CCN1C(=O)CC(NNC(=O)c2ccccc2)C1=O (stereo unspecified)	10%	2%	0%	-2%	34	5%
O=C(O)c1ccc2c3n(nc2c1)-c1ccc(Cl)cc1CO3	18%	-5%	-30%	0%	60	43%[activator]
O=C(O)c1ccc(N2C(=O)c3cccc(Oc4ccc(Cl)cc4)c3C2=O)cc1	-2%	18%	-46%	3%	?	8%
Cc1ccc(C(=O)OCC(=O)NC2CCCC2)cc1C	-28%	4%	-11%	-9%	-78*	-3%
CC1CC(C)CN(C(=O)c2ccc3ncsc3c2)C1 (stereo unspecified)	-1%	nt	-2%	-2%	23	-9%
CC(=O)N/C(=C\c1cccs1)C(=O)O	7%	1%	-16%	6%	-17	0%
CC(C)(C)c1ccc(Cn2nnc3c(=O)[nH]c(C4CCCN(C(=O)c5ccco5)C4)nc32)cc1 (stereo unspecified)	0%	0%	73%[activator]	0%	-14	-1%
Cc1cc(C)cc(Oc2ncnc3c2ncn3Cc2c(Cl)cccc2Cl)c1	-2%	1%	-5%	-5%	-6	0%
C1CC1Cc1noc(CN2CCN(CC3CC3)CC2)n1	8%	2%	-18%	2%	7	-7%
N#CCCN/N=C(\Cc1nc2ccccc2[nH]1)c1ccccc1	7%	-24%	-27%	-11%	51	42%[activator]
Cc1ccc(NCc2nnc(SCC(=O)c3ccccc3)n2Cc2ccco2)c(C)c1	?	-2%	-1%	-2%	31	-3%
O=C(COC(=O)c1ccc(Cl)nc1)Nc1cc(S(=O)(=O)N2CCCCC2)ccc1Cl	3%	0%	-55%	0%	-36	3%
CCN(CC)CCn1c(NC(=O)c2ccc(Cl)cc2)nc2ccccc21	3%	0%	-19%	-1%	26	29%
Cc1cc(Nc2ccc(C)c(Cl)c2)nc(N2CCOCC2)n1	10%	-12%	76%[activator]	-2%	79	-10%
Cc1cc(C)nc(SCCc2ccncc2)n1	-8%	15%	2%	4%	-28	90%[activator]
COc1ccc(NC(=O)Nc2ccc3nc(C)c(C)nc3c2)cc1	4%	-10%	-11%	?	1	14%
CCc1nnc(NC(=O)c2ccc(S(=O)(=O)N(C)c3ccccc3)cc2)o1	22%	?	-28%	0%	-75*	76%[activator]
Cc1cc2nc3c(=O)n(C4CCCCC4)c(=O)[nH]c3nc2cc1N	-12%	?	-13%	0%	54	65%[activator]
Cc1ccc(NC(=O)CC(N)=S)cc1	1%	0%	-17%	-6%	-5	104%[activator]
COc1ccccc1-n1c(=O)c2c3c(sc2n2c(=S)[nH]nc12)CCC3	-7%[57.1 µM]	-15%	-11%	2%	-17	23%
COc1ccc(OCC(=O)Nc2nnc(C)s2)cc1	-3%	8%	2%	-12%	2	2%
Cn1c2c(c(=O)[nH]c1=O)C(c1ccc(O)cc1)C1=C(N2)c2ccccc2C1=O (stereo unspecified)	-7%	-12%	18µM*	0%	-99*	6%
Cc1cccc(NC(=O)c2cc([N+](=O)[O-])ccc2NC2CCCCC2)c1	-2%	1%	-27%	5%	75	?
Nc1c2c(nc3sc4c(c13)CCCC4)CCCCC2	-14%	1%	4µM*	-1%	56	-5%
CCc1nnc(NC(=O)CSc2nnc(-c3ccccc3NC(=O)c3ccccc3)o2)s1	6%	2%	-30%	-5%	5	16%

Assay outcomes from PubChem BioAssay.
